USP1 inh = USP1/UAF1 (human) deubiquitinase inhibition; O94782; recombinant USP1/UAF1, Ub-Rhodamine cleavage fluorescence; Potency, µM (series often up to 57.1 µM), for the others: at the top dose activity change, negative = inhibition, usual class: inhibitors; actives 0.23% (n = 390,000); AID 743255; note: potency is the fitted concentration of half-maximal effect; % is set by controls: 0 for no effect and ±100 for the full control effect; nearly all actives have a fitted effect of over 60% in size; inactives centre near -12
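USP1/UAF1 complex at 1 nM was preincubated with compound for 15 min at room temperature, then Ub-Rho substrate (150nM final) was added. Fluorescence (480/540 nm) was read kinetically, 6 reads every 60 seconds.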
TRHR agonist = activates the human TRH receptor; P34981; TRHR cells, calcium flux fluo-8, FDSS agonist mode; activation, % at 2 µM; actives 0.18% (n = 360,000); in the data active = activation above about 30%; note: 0% is about no effect
Target sequence (P34981 whole entry, looked up): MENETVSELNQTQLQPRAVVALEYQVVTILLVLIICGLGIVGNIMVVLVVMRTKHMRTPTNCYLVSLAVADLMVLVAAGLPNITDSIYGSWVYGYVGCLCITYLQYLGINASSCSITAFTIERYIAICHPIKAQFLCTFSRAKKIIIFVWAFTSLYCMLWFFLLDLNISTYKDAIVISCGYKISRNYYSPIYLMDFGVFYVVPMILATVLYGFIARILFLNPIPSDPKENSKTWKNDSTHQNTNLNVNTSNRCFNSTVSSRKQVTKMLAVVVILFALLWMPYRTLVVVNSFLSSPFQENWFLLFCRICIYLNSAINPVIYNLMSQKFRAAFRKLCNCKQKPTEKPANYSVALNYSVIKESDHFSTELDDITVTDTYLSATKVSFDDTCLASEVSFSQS
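Steps: seed TRHR cells overnight; add fluo-8 no-wash Ca dye, RT 30 min–1.5 h; record 10 s baseline; pin-transfer compounds; monitor fluorescence 1 cycle/s for the agonist window. Calcium increases flag candidate agonists.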
D2 antagonist = antagonists of human D2 dopamine receptor; actives 2% (n = 340,000); AID 485344; inhibition, % at 10 µM; HEK293 TREx D2 cells, calcium flux, dopamine EC80; in the data active = inhibition above about 30%; note: 0% is about no effect
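Read-out: kinetic calcium fluorescence (1 cycle/s) in inducible HEK293 T-REx D2 cells after an EC80 dopamine addition that followed 180 s compound preincubation. Loss of the dopamine response indicates antagonism.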
mIDH1 inhibitor = blocks human mutant IDH1 R132H enzyme. Potency, µM (doses to about 76.6 µM), inactives show top-dose activity change, negative = inhibition, actives largely listed as inhibitors. actives 0.093% (n = 390,000). IDH1-R132H enzyme, NADPH consumption, diaphorase/resazurin fluorescence; note: potency is the fitted concentration of half-maximal effect; % is set by controls: 0 for no effect and ±100 for the full control effect; nearly all actives have a fitted effect of over 65% in size
Target sequence (O75874 whole entry R132H, stated change not applied): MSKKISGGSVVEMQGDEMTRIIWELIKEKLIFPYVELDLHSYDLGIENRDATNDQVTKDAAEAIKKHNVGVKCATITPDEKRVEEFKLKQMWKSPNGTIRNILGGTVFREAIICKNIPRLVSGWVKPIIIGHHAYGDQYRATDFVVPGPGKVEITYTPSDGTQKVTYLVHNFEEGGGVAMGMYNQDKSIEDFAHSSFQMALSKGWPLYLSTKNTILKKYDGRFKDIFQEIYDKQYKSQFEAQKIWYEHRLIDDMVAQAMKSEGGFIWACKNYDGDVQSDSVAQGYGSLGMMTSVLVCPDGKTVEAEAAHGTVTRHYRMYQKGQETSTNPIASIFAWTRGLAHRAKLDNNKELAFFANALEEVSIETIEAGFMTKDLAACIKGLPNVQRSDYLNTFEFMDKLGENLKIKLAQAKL
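IDH1-R132H (0.5 ug/mL dispensed) in pH 7.5 Tris buffer was preincubated 30 min with compound, then given a substrate mix of 0.016 mM NADPH and 2 mM alpha-KG for 80 min at room temperature; remaining NADPH was read by diaphorase/resazurin fluorescence.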
Pin1 inh = blocks the human prolyl isomerase Pin1 | Q13526 | Pin1 FP peptide displacement, HiFluor488, 10 min | Potency, µM (doses to about 115 µM), for the others: at the highest dose activity, negative = inhibition, actives largely listed as inhibitors | actives 0.009% (n = 390,000) | AID 504891; active = well fitted inhibition curve with a large enough effect in the polarisation, with a control signal flat, not every such curve was filed as active; inconclusive = small, poorly fitted or top-dose-only effect, or effect the other way, or a change in a side signal; inactive = no such curve, though single readings can be large or run the other way; the % refers to the polarisation; note: potency is the fitted concentration of half-maximal effect; % is set by controls: 0 for no effect and ±100 for the full control effect
Target sequence (Q13526 whole entry, looked up): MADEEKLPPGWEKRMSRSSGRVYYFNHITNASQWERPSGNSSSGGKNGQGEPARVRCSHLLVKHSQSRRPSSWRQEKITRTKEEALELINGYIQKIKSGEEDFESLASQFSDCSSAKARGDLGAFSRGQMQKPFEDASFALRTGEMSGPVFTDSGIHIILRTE
rTrxR1 inhibitor = rat TrxR1 inhibition. O89049. recombinant rTrxR1, NADPH fluorescence consumption, selenite substrate. Potency, µM (doses to about 114 µM), for the others: at the top dose activity change, negative = inhibition, most hits filed as inhibitors. actives 1% (n = 390,000). AID 588453; note: potency is the fitted concentration of half-maximal effect; % is set by controls: 0 for no effect and ±100 for the full control effect; nearly all actives have a fitted effect of over 65% in size
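Rat TrxR1 (90 nM in the dispensed reagent) was pre-reduced with 400 uM NADPH for 5 min at room temperature, then incubated with compound for 15 min. After 400 uM selenite was added, NADPH fluorescence (Ex 340/Em 450 nm) was followed for 8 min.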
TrxR1 substrate = substrates of rat thioredoxin reductase 1 | O89049 | purified TrxR1 substrate turnover, NADPH consumption readout | actives 0.01% (n = 390,000) | Potency, µM (highest dose often 114 µM), without a hit: at the top dose activity change, negative = substrate turnover; note: potency is the fitted concentration of half-maximal effect; % is set by controls: 0 for no effect and ±100 for the full control effect; nearly all actives have a fitted effect of over 50% in size
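Rat TrxR1, dispensed at 90 nM, was prereduced with 400 uM NADPH (final) for 5 min at ~22 deg C, then incubated with compound 15 min before 400 uM selenite. A first-read NADPH fluorescence drop versus no-compound background flagged substrates.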
TRHR PAM = allosterically enhances the human TRH receptor. TRHR cells, fluo-8 calcium fluorescence, EC20 TRH enhancement. enhancement, % at 2 µM. P34981. actives 0.66% (n = 360,000). AID 493056; in the data active = enhancement above about 30%; note: 0% is about no effect
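Enhancer read-out: after compound pinning and an initial kinetic agonist-mode read, an EC20 of TRH (10 nM final) was injected and fluo-8 calcium signal (Ex 480/Em 530) followed at 1 s/cycle for 100 cycles in TRHR-expressing cells.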
D2 agonist = activates the human D2 dopamine receptor | P14416 | HEK293 T-REx D2 cells, calcium flux agonist mode | activation, % at 2 µM | actives 0.53% (n = 340,000);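 active = activation over 3 SD above normal in the single-dose calcium agonist read, cut at about 30% in these data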; note: 0% is about no effect
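In this primary screen, compounds producing a positive calcium signal within 180 s of addition to tetracycline-induced, force-coupled HEK293 Trex D2 cells are flagged; cells are dye-loaded with a no-wash calcium kit beforehand.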
Active calls of the source: *; ? = inconclusive; nt = not tested or not shown; & = joins results of further samples; [ ] = another dose, or the depositor's remark. Unless noted, calls come from the whole dose curve; as a rule, active = well fitted inhibition curve with a large enough effect; inconclusive = small, poorly fitted or top-dose-only effect; inactive = no such curve, though single readings can be large or run the other way. An excerpt; the hit share may differ from the screen's.

Every second line gives: TRHR PAM	TRHR agonist	D2 agonist	USP1 inh	Pin1 inh	rTrxR1 inhibitor	D2 antagonist	mIDH1 inhibitor	TrxR1 substrate
O=C(CCS(=O)(=O)c1cc(Br)cc2c1N(C(=O)C1CC1)CC2)N1CCN(c2ccccn2)CC1
→ -1	-1.4	-0.9	-11%	5%	7%	-15	9%	8%
COc1cccc(OC(=O)N2CCOCC2)c1
→ 9	0.6	0.1	-4%	-8%	19%[57.1 µM]	2	2%	-9%
O=C1CCC(C(=O)Nc2cccc(Oc3ccccc3)c2)=NN1
→ -1	-1.3	0.9	-13%	-1%	8%	-16	5%	2%
COc1ccc(C)cc1S(=O)(=O)N(C)CC(=O)N1CCN(c2ccccc2)CC1
→ -1	-0.7	-0.7	-6%	-3%	15%	2	8%	-1%
Cc1[nH]n(-c2ncc(-c3ccccc3)s2)c(=O)c1C(c1ccc(Br)cc1)C(C#N)C#N (stereo not given)
→ -3	-0.3	0.0	-24%	nt	32µM*	6	?	-6%
CCCCNC(=O)CCn1ccc2cc(S(=O)(=O)N3CCCC3)ccc21
→ -1	0.5	nt	-25%	1%	14%	nt	-7%	1%
O=C(Nc1cccc(OCC(=O)N2CCOCC2)c1)c1cccc(Cl)c1
→ 1	-0.5	0.1	-8%	4%	?	1	4%	-8%
Cc1nc2c(C(=O)N3CCN(C)CC3)cnn2c(C)c1Cc1ccc(Cl)cc1
→ 0	0.6	-0.4	0%	-4%	6%	1	3%	41%[activator]
Cc1ccc(C)c(-n2c(-c3csc(C)c3C)n[nH]c2=S)c1
→ 9	-0.2	0.5	-18%	-1%	-30%	-8	0%	-10%
COc1ccc(S(=O)(=O)n2ccnc2C)c(C)c1C
→ 5	0.4	nt	-17%	-1%	12%	nt	2%	3%
CCOC(=O)N1CCC(NC(=O)Cn2cccc2C(=O)c2ccccc2)CC1
→ -13	-0.9	-1.1	1%	-4%	15%	2	3%	-4%
Cc1ccccc1NC(=O)Cn1c(=O)n(Cc2ccco2)c(=O)c2ccc(C(=O)NC3CCCC3)cc21
→ 7	-0.6	0.6	?	?	12%	nt	7%	15%
CCCCCn1c(Sc2nc3ccccc3s2)nc2c1c(=O)[nH]c(=O)n2C
→ -6	-1.5	-1.1	10%	0%	19%	-1	8%	4%
Cc1cc(C(=O)N2CCN(c3ccc(F)cc3)CC2)on1
→ 4	0.4	0.1	-27%	-4%	16%[57.1 µM]	25	-4%	9%[57.1 µM]
COc1cccc(NC(=O)c2ccc(OC(F)(F)F)cc2)c1
→ 1	0.4	-1.3	-20%	4%	-1%	-12	0%	-1%
COC(=O)c1ccccc1NC(=O)c1cncc(Br)c1
→ -5	-0.6	-0.9	-5%	-11%	12%	3	4%	-3%
COc1ccc2nc(SCC(=O)NN)cc(C)c2c1
→ -7	-0.2	-0.2	-12%	10%	-13%	5	7%	-13%
Cc1ccc(NC(=O)Cn2c(=O)n(CCCC(=O)NCc3ccc4c(c3)OCO4)c(=O)c3ccccc32)cc1
→ -3	-0.9	-0.2	-28%	?	19%	nt	-1%	1%
COC(=O)c1cc2sccc2n1CC(=O)Nc1ccc(OC)c(OC)c1
→ -8	-0.1	-0.3	-18%	4%	11%	nt	0%	14%
COc1cc(NC(=O)Cc2cccs2)ccc1-n1cnnn1
→ 1	0.0	-0.4	-16%	-3%	-7%	-4	11%	-4%
Cc1nn(-c2ccccc2)c(N2CCCC2)c1/C=C1\N=C(c2ccc(F)cc2)OC1=O
→ -1	2.6	1.8	-20%	68%[activator]	-1%	5	9%	-13%
CCCCCN1C/C=C\C(c2ccc(OC)cc2)N(Cc2ccc(F)cc2)C(=O)C1 (stereo not given)
→ -3	-0.1	-0.2	-7%	4%&3%	-17%	-28	0%	-11%
CCOC(=O)NC(c1ccccc1)C1CCCCC1=O (stereo not given)
→ -1	1.5	0.5	-5%	-15%	16%	3	-3%	4%
COc1cccc(/C=C2\CCCCC2=O)c1
→ -3	-0.3	-0.8	-3%	0%	-22%	5	16%	-1%
CCOc1ccc(NC(=O)COc2ccc(C(=O)NCCc3ccccc3)cc2)cc1
→ -1	0.2	0.6	-14%	-7%	-3%[57.1 µM]	-6	-1%	2%[57.1 µM]
O=C(CCc1nc2ccccc2s1)NC1CCOC1=O (stereo not given)
→ -2	0.1	-0.2	-22%	-12%	28%	13	-9%	7%
O=C(C(=S)N1CCOCC1)c1c[nH]c2ccccc12
→ -1	0.7	-0.2	-18%	1%	31%[57.1 µM]	-20	0%	-8%[57.1 µM]
O=C(COc1ncnc2sccc12)N1CCc2ccccc2C1
→ 1	0.0	0.4	-14%	-1%	13%	-2	12%	1%
CC12COC3(C(=O)N4CCN(c5ccccn5)CC4)CC1CCC32C (stereo not given)
→ 0	0.5	9.0	-6%	-6%	20%[57.1 µM]	12	13%	-3%[57.1 µM]
CCN(C(=O)Cn1nnc(-c2ccccc2)n1)C1CCS(=O)(=O)C1 (stereo not given)
→ -1	0.7	0.0	-14%	-7%	7%	1	9%	7%
COc1ccc(NC(=O)c2ccc(OC(=S)N(C)c3ccc(OC)cc3)cc2)cc1
→ -5	0.0	0.2	-19%	-1%	-8%	17	4%	1%
Cc1cccc(OCC(=O)N(Cc2cccc(Cl)c2)Cc2ccco2)c1C
→ -8	3.6	nt	?	9%	10%	nt	nt	0%
CCNC(=S)N=Nc1c(O)[nH]c2ccc(C(C)C)cc12
→ -2	-0.7	nt	-18%	3%	-13%	nt	-5%	-12%
Cc1ccc(S(=O)(=O)NC(=O)Nc2c(C)n(C)n(-c3ccccc3)c2=O)cc1
→ -6	0.0	0.5	-3%	-6%	4%[57.1 µM]	5	0%	0%[57.1 µM]
O=C(OCc1nnc(-c2ccccc2Br)o1)c1ccco1
→ nt	nt	nt	-11%	-11%	-15%	nt	5%	4%
CCOc1ccc(NC(=O)c2ccc(NC(=O)c3ccccc3Br)cc2)cc1
→ 12	1.2	1.3	-20%	7%	20%	-6	0%	10%
CC1C/C(=N/N=C2/NC(=O)CS2)CC(C)(C)C1 (stereo not given)
→ 6	-0.3	0.8	-10%	-2%	23%	7	5%	10%[57.1 µM]
CN(C)C(CNC(=S)Nc1ccc(F)cc1)c1cccnc1 (stereo not given)
→ -5	0.1	0.7	-5%	9%	1%	5	7%	0%
CCOc1c(C)cc(-c2ncccc2O)cc1C
→ 11&7	0.2&-0.5	0.9&-0.5	7%&-2%	3%&0%	23%[57.1 µM]	-13&-4	1%&5%	40%[activator][57.1 µM]
Cc1csc(SCC(=O)Nc2ccc(S(=O)(=O)N3CCCC3)cc2)n1
→ 2	-0.3	0.0	-2%	-2%	11%	4	1%	-5%
CCOC(=O)Cc1csc(NC(=O)c2ccc(S(=O)(=O)N3CCCCC3)cc2)n1
→ 0	0.8	0.6	-14%	0%	25%	-23	-3%	2%
CCC(C(=O)NC1CCCCC1)N(CC1CCCO1)C(=O)CNS(=O)(=O)c1ccc(OC)cc1 (stereo not given)
→ -2	-1.2	-0.6	-6%	-3%	13%[57.1 µM]	-10	3%	3%[57.1 µM]
Cc1ccc(C)c(NC(=O)CN(C)C(=O)c2ccc(S(=O)(=O)N(C)c3ccccc3)cc2)c1
→ -9	-1.6	0.2	-24%	7%	-17%	14	-1%	?
Cc1cccc(NC(=O)CSc2ncnc3nc[nH]c23)c1
→ 23	-0.4	-0.3	-22%	2%	-5%[57.1 µM]	14	2%	-12%[57.1 µM]
Cc1ccccc1Cn1cnc2nc3c(cc2c1=O)CC(C)CC3 (stereo not given)
→ 4	0.1	0.0	?	1%	-15%[57.1 µM]	nt	11%	-4%[57.1 µM]
COC(C[C@@H]1O[C@@H]1[C@@H](O)COCc1ccccc1)OC
→ -5	0.1	0.6	-29%	-7%	14%[57.1 µM]	-4	11%	-2%[57.1 µM]
COc1ccccc1NC(=O)CSc1nn2c(=O)c(C)nnc2s1
→ 12	0.6	-0.3	-2%	0%	?	-8	-10%	-13%
CCc1cc(=O)oc2c(C)c(OC(C)C(=O)NCCCN3CCOCC3)ccc12 (stereo not given)
→ 0	0.1	0.1	-23%	-1%	1%	-1	1%	20%
C=CCNC(=O)c1ccccc1NC(=O)c1ccccc1C
→ -6	0.5	0.3	-11%	-3%	4%[57.1 µM]	-6	0%	12%[57.1 µM]
C/C=C(/C)C(=O)Nc1cccc(C2=NOC3(C2)C[C@@H](C(N)=O)N(C(=O)CC(c2ccccc2)c2ccccc2)C3)c1 (stereo not given in full)
→ -7	0.5	0.5	?	14%	6%[57.1 µM]	32*	-12%	0%[57.1 µM]

Carrying on:
Every second line gives: TRHR PAM	TRHR agonist	D2 agonist	USP1 inh	Pin1 inh	rTrxR1 inhibitor	D2 antagonist	mIDH1 inhibitor	TrxR1 substrate
c1ccc2cc(CCCc3cc4ccccc4cn3)ncc2c1
→ 7	-0.9	-1.3	10%	-2%	27%[57.1 µM]	5	-7%	12%[57.1 µM]
COc1ccc2nc(NC(=O)c3nc(S(=O)(=O)Cc4ccc(C)cc4)ncc3Cl)sc2c1
→ -11	1.6	1.4	?	74%[activator]	-7%	nt	0%	-5%
CC(=O)C1=C(O)C(=O)N(CCC(=O)O)C1c1ccccc1[N+](=O)[O-] (stereo not given)
→ -3	1.3	-0.1	-20%	1%	1%[57.1 µM]	-2	-6%	-5%[57.1 µM]
CCS(=O)(=O)Nc1ccc(C(=O)OC)cc1
→ 9	0.2	nt	-1%	-6%	10%	nt	1%	2%

In the list so far, 3 have a furan ring, fused or not.
Every second line gives: TRHR PAM	TRHR agonist	D2 agonist	USP1 inh	Pin1 inh	rTrxR1 inhibitor	D2 antagonist	mIDH1 inhibitor	TrxR1 substrate
Cc1ccccc1NC(=O)Cn1c(=O)n(Cc2ccco2)c(=O)c2ccc(C(=O)NC3CCCC3)cc21
→ 7	-0.6	0.6	?	?	12%	nt	7%	15%
Cc1cccc(OCC(=O)N(Cc2cccc(Cl)c2)Cc2ccco2)c1C
→ -8	3.6	nt	?	9%	10%	nt	nt	0%
O=C(OCc1nnc(-c2ccccc2Br)o1)c1ccco1
→ nt	nt	nt	-11%	-11%	-15%	nt	5%	4%

Source: PubChem BioAssay (National Center for Advancing Translational Sciences (NCATS))
